MBNL1 CUG block = MBNL1-poly(CUG) RNA binding inhibition; AID 2675; TR-FRET MBNL1-His/biotin-(CUG)12 binding, 665/545 ratio; Q9NR56; actives 0.036% (n = 280,000); Potency, µM (top dose mostly 57.5 µM), for the others: at the highest dose activity change, negative = inhibition, most hits filed as inhibitors; active means well fitted inhibition curve with a large enough effect in the signal ratio, with a control signal flat, not every such curve was filed as active; inconclusive means small, poorly fitted or top-dose-only effect, or effect the other way, or a change in a side signal; inactive means no such curve, though single readings can be large or run the other way; the % refers to the signal ratio; further: on the % scale 0 is the no-effect control and ±100 the full control effect
Target sequence (Q9NR56 whole entry, looked up): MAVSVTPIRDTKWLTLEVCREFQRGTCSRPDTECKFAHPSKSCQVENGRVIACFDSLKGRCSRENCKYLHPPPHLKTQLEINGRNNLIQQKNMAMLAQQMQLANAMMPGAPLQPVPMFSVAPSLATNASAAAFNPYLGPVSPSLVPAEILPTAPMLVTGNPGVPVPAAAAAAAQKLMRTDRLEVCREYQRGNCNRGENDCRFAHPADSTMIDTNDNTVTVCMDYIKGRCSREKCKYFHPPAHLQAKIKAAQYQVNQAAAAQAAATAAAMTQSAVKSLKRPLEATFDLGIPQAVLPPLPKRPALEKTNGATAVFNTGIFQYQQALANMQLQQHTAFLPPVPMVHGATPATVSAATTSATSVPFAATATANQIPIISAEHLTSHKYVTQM
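Ratiometric TR-FRET (665 over 545 nm, excitation 340 nm) tracks disruption of MBNL1-His/biotin-(CUG)12 complex after 60 min at room temperature, with compounds at 92 nM to 58 uM final.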
Rab9 promoter act = activators of Rab9 promoter; Huh7 Rab9 promoter-luciferase reporter, luminescence, 24 h; AID 485297; Potency, µM (top dose mostly 9.22 µM), for inactives: at the top dose activation, negative = inhibition, usual class: activators; actives 2.8% (n = 320,000); further: % of control where 0% means no effect; nearly all actives have a fitted effect of over 60% in size
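Using Huh7 cells stably transfected with Rab9 promoter–luciferase, compounds were incubated 24 h at 37 °C, 5% CO2; luciferase luminescence was read 10 min after reagent addition.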
p53 reactivator = restores transcriptional activity of mutant p53; H1299 p53-A138V BP100-luciferase reporter, luminescence, 24 h; Potency, µM (highest dose often 92.2 µM), for inactives: top-dose activity change, positive = activation, hits mostly activators; actives 0.063% (n = 320,000); further: % of control where 0% means no effect; nearly all actives have a fitted effect of over 45% in size
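H1299 (p53-null), stable ts p53-A138V + BP100-Luc; 1000 cells/well, Opti-MEM/10% FBS; cpd 4 pt, 1:5; 24 h, 37 deg C, 5% CO2; detection reagent 10 min RT; luminescence.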
Gal4-VP16 FLuc = Gal4-VP16 reporter inhibition counter-screen. Drosophila S2 Gal4-VP16 UAS-luciferase, luminescence, 20 h. Potency, µM (highest dose often 53.6 µM), for inactives: at the top dose activity, negative = inhibition, most hits filed as inhibitors. actives 3.5% (n = 310,000);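 further: Gal4-VP16 expression switched on by copper sulfate through the metallothionein promoter; on the % scale 0 is the no-effect control and ±100 the full control effect; nearly all actives have a fitted effect of over 50% in size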
RORg inh = blocks mouse ROR gamma transcriptional activity; P51450; Drosophila S2 Gal4-RORgamma UAS-luciferase reporter, 20 h; actives 5.4% (n = 310,000); Potency, µM (highest dose often 53.6 µM), inactives show top-dose activity change, negative = inhibition, actives largely listed as inhibitors; further: on the % scale 0 is the no-effect control and ±100 the full control effect; nearly all actives have a fitted effect of over 60% in size
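Drosophila S2 cells stably expressing Gal4-DBD/mouse RORγ fusion under metallothionein promoter plus UAS-luciferase; compound 1 h, then 700 uM CuSO4 induction for 20 h at ambient temperature; inhibition read as reduced luminescence.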
ELG1 genotoxic = induces genotoxicity in HEK293T cells with luciferase-tagged ELG1; HEK293T ELG1-luciferase reporter, luminescence, 16 h; Potency, µM (top dose mostly 46 µM), for inactives: top-dose activity change, positive = activation, most hits filed as activators; actives 1.3% (n = 330,000); further: % of control where 0% means no effect; nearly all actives have a fitted effect of over 60% in size
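Step 1: seed 2,000 HEK293T ELG1-luciferase cells per well. Step 2: add compound or DMSO, incubate 16 hr at 37 °C. Step 3: ONE-Glo, 30 min at room temperature, read luminescence.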
NPC1 promoter act = activates the NPC1 promoter. Huh7 NPC1 promoter luciferase reporter, 24 h. Potency, µM (titrated, usually from 9.22 µM), inactives show at the top dose activation, most hits filed as activators. actives 2.4% (n = 320,000);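 further: % of control where 0% means no effect; nearly all actives have a fitted effect of over 60% in size; reporter is driven by a mutant NPC1 promoter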
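Luminescence from an NPC1 promoter-driven luciferase reporter in stably transfected Huh7 cells was measured after 24 h compound treatment at 37 °C, followed by 10 min ambient incubation with luciferase detection reagent.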
uPA surface inh = inhibitors of cell surface uPA generation; cell surface uPA generation assay, qHTS; Potency, µM (top dose mostly 38.3 µM), without a hit: top-dose activity change, negative = inhibition, most hits filed as inhibitors; actives 0.31% (n = 330,000); active means well fitted inhibition curve with a large enough effect; inconclusive means small, poorly fitted or top-dose-only effect; inactive means no such curve, though single readings can be large or run the other way; tested in mouse RAW 264.7 cells; further: on the % scale 0 is the no-effect control and ±100 the full control effect; nearly all actives have a fitted effect of over 55% in size
FLuc modulator = counter-screen for miR-21 project: firefly luciferase inhibitors or activators | P08659 | purified FLuc, Km substrates, luminescence inhibition | Potency, µM (series often up to 57.5 µM), for inactives: top-dose activity change, negative = inhibition, usual class: inhibitors | actives 6.9% (n = 360,000) | AID 588342;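 further: plate controls were vehicle for no effect and reference inhibitor for full effect; nearly all actives have a fitted effect of over 55% in size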
Target sequence (P08659 whole entry, looked up): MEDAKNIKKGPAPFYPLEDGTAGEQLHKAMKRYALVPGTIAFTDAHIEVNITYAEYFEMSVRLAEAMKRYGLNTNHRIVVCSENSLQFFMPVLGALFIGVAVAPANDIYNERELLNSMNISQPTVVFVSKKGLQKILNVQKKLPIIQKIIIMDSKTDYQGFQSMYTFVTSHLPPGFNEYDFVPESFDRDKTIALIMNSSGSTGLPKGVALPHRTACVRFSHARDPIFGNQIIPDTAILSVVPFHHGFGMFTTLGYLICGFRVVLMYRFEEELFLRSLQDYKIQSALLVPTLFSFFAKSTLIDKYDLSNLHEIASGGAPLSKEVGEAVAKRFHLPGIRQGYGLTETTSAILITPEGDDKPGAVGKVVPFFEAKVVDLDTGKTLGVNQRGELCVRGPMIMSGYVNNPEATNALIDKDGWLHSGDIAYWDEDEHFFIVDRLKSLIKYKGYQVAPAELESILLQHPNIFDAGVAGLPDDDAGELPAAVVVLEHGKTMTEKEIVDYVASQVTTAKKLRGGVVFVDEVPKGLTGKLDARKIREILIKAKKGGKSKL
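Biochemical qHTS of compounds, final roughly 60 µM downward over six points, against 10 nM purified firefly luciferase using Km concentrations of substrates (10 uM D-luciferin, 10 uM ATP) in Tris acetate pH 7.5 buffer; luminescence output.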
BRCA1 expr act = BRCA1 expression activation | MCF7-BRCA1-FFLuc reporter, luminescence, 48 h; response scale: scaled: vehicle 0%, 10 µM genistein 100% | Potency, µM (highest dose often 46.1 µM), for inactives: top-dose activation, usual class: activators | actives 1.1% (n = 380,000) | AID 624202; further: nearly all actives have a fitted effect of over 80% in size; some results filed as inactive show a strong effect at the top dose
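MCF7-BRCA1-FFLuc, 2000 cells/well; 2 h attach, 37 °C/5% CO2; compound 48 h; luciferase substrate 15 min; luminescence end-point. Norm. to genistein 10 microM max activation and DMSO; concentration-response curves fitted.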
Numbers without * were called inactive; ? = inconclusive; / = not tested or not shown; [ ] = remark or other dose. Unless noted, the call rests on the fitted dose curve; in most records, active means well fitted curve in the direction sought with a large enough effect; inconclusive means small, poorly fitted or top-dose-only effect, or another doubt; inactive means no such curve, though single readings can be large; an effect the other way counts as inactive or inconclusive. Potency means the concentration at half of the fitted maximal effect.

Compound,ELG1 genotoxic,p53 reactivator,FLuc modulator,Gal4-VP16 FLuc,MBNL1 CUG block,RORg inh,NPC1 promoter act,Rab9 promoter act,uPA surface inh,BRCA1 expr act
COc1cc2[nH]c(=O)n(CCC(=O)N3CCc4ccccc4C3)c(=O)c2cc1OC,3%,2%,0%,-2%,-2%,-17%,0%,3%,0%,9%
CCOc1ccc(-n2nnnc2SCC(=O)NC2CCCC2)cc1,-10%,-2%,-2%,-9%,3%,?,-7%,-1%,3%,-38%
Cc1ccc(NC(=O)C2CC(Cl)=CCC2C(=O)O)c([N+](=O)[O-])c1 (stereo not given),0%,0%,3%,2%,?,-11%,0%,-3%,-9%,2%
CN(CC(=O)NCCc1ccc(S(N)(=O)=O)cc1)c1ccccc1,0%,-2%,1%,-8%,-3%,10%,-5%,-2%,3%,0%
CCC(=O)N1CCCc2cc(S(=O)(=O)CCC(=O)Nc3ccccc3C)ccc21,-2%,-2%,-1%,2%,-10%,-2%,18%,3%,-1%,-2%
CC1(C)Cc2ccccc2-c2nnc(SCc3ccccc3)n21,-3%,14%,?,2%,?,27%,1%,2%,4%,21%
Cc1ccc(/C=N\NC(=O)/C(=C\Nc2nccc(C)n2)NC(=O)c2ccccc2)cc1,-3%,-6%,15µM*,-3%,9%,1%,-4%,-2%,-5%,-6%
CCCOCCOC(=O)c1[nH]c2c(c1C)C(=O)CC(c1cc(OC)ccc1OC)C2 (stereo not given),23%,14%,0%,-14%,6%,?,-28%,-16%,?,-46%
Cc1ccc(CC(=O)Nc2ccc([N+](=O)[O-])cc2C)cc1,-6%,1%,-3%,-9%,9%,-4%,1%,-4%,11%,-17%
CCCCOCCCNC(=S)Nc1ccc(S(=O)(=O)N2CCOCC2)cc1,-10%,-4%,1%,-23%,5%,24%,2%,-6%,-14%,-33%
c1ccc(Nc2nc(N3CCCCC3)nc(N3CCNCC3)n2)cc1,-7%,-21%,-1%,-11%,-5%,-13%,-8%,-1%,5%,-20%
COc1ccccc1N1CCN(C(c2cccs2)c2nnnn2C2CCCC2)CC1 (stereo not given),1%,4%,4%,0%,-3%,2%,-1%,-1%,5%,-3%
O=C1CC(c2ccccc2)CC(O)=C1C=NCc1ccccc1 (stereo not given),0%,0%,2%,6%,16%,26%,-2%,3%,-5%,-9%
Cc1nc(N)sc1-c1csc(Nc2ccc(S(N)(=O)=O)cc2)n1,-2%,-2%,?,-1%,?,39%,0%,-7%,-1%,-15%
Cc1nc(-c2nnc(-c3ccccc3)o2)c(C(F)(F)F)o1,4%,8%,?,?,-3%,4%,19%,17%,3%,30%
O=C(Nc1cccc(F)c1)Nc1ccc(Cl)cn1,17%,/,?,24%,4%,7%,?,?,12%,12%
COc1ccc(N(C(=O)c2cccnc2)S(=O)(=O)c2ccccc2)cc1,0%,1%,-2%,-9%,4%,-1%,0%,1%,0%,-36%
COC(=O)c1ccc(C2/C(=C(\O)c3ccc(OC)c(C)c3)C(=O)C(=O)N2c2cc(C)on2)cc1 (stereo not given),8%,8%,-1%,1%,6%,6%,-1%,12%,4%,0%
CCOC(=O)C1=C(CSc2nccn2C)NC(=O)NC1c1ccc(OC)cc1 (stereo not given),-3%,2%,4%,?,-1%,21%,1%,0%,/,1%
COc1ccc(-c2ccc(=O)n(CC(=O)Nc3nnc(C(C)C)s3)n2)cc1OC,6%,-1%,0%,0%,-5%,-10%,1%,1%,-4%,0%
Cc1ccc(C(=O)NCCNC(=O)c2ccc(F)cc2)cn1,2%,1%,7%,-5%,5%,4%,0%,-3%,3%,12%
O=S(=O)(Nc1nc2ccccc2s1)c1ccc(Cl)s1,-5%,-4%,3%,7%,4%,-18%,-1%,0%,-2%,-38%
Cc1ccc(-n2nc3c(=O)n(C(C)C(=O)NCc4ccc(Cl)cc4)nc(C)c3c2C)cc1 (stereo not given),-1%[9.26 µM],5%,-16%,-1%,-5%,5%,-8%,-3%,?,-34%
C=CCNC(=O)C(=O)NCC(c1ccc2c(c1)OCO2)N1CCN(c2ccc(F)cc2)CC1 (stereo not given),-5%,?,7%,-6%,2%,0%,1%,1%,-2%,-3%
CCN(CC(=O)NCc1cccs1)C(=O)COc1ccccc1C#N,-1%,-1%,2%,/,/,/,-1%,-2%,3%,-3%
COc1ccc(Br)cc1S(=O)(=O)N1CCOCC1,8%,2%,-1%,/,-1%,6%[0.365 µM],-4%,2%,2%,-2%
COc1ccc(CCNC(=O)CCC(=O)n2ncc3cc(C)ccc32)cc1OC,0%,5%,-3%,-8%,5%,1%,-1%,4%,-2%,5%
Cc1ccc(S(C)=O)cc1-n1c(=O)n(Cc2ccccc2)c(=O)c2[nH]cnc21 (stereo not given),-1%,9%,0%,1%,14%,24%,-3%,6%,-2%,-6%
Cc1ccc2cccc(N)c2n1,-3%,10%,-8%,-14%,15%,18%,3%,2%,2%,-26%
Cc1ccc(NC(=S)Nc2ccc(S(=O)(=O)N3CCOCC3)cc2)cc1S(=O)(=O)N1CCOCC1,-12%,-3%,3%,-2%,-7%,36%,-4%,1%,-1%,-12%

Next section, starting with the last two of the part before.
Compound,ELG1 genotoxic,p53 reactivator,FLuc modulator,Gal4-VP16 FLuc,MBNL1 CUG block,RORg inh,NPC1 promoter act,Rab9 promoter act,uPA surface inh,BRCA1 expr act
Cc1ccc2cccc(N)c2n1,-3%,10%,-8%,-14%,15%,18%,3%,2%,2%,-26%
Cc1ccc(NC(=S)Nc2ccc(S(=O)(=O)N3CCOCC3)cc2)cc1S(=O)(=O)N1CCOCC1,-12%,-3%,3%,-2%,-7%,36%,-4%,1%,-1%,-12%
CC1=CC(=O)C=C/C1=C(/c1ccc(O)cc1C)c1ccccc1S(=O)(=O)O,1%,-14%,-18%,/,/,/,4%[1.84 µM],-2%,3%,4%
Cc1cccc(NC(=O)C2CCN(C(=O)c3ccc(F)cc3)CC2)n1,-4%,8%,3%,/,/,/,-6%,-5%,4%,-9%
O=C(CN1CCCc2ccccc21)NC(=O)NCc1ccco1,0%,-4%,-4%,2%,3%,?,-4%,7%,2%,-25%
Cc1nc(C)c(-c2csc(NCc3ccccc3)n2)s1,9%,4%,?,-5%,?,-29%,24%,10%,-3%,-20%
COC(=O)C(C)(C)ONC(=O)Nc1ccccc1Cl,-6%,1%,1%,-6%,-8%,28%,-2%,0%,-4%,-1%
CC(=O)Nc1ccc(NC(=O)c2ccc(S(=O)(=O)N(C)c3ccccc3)cc2)cc1,-2%,-11%,/,/,/,/,-1%,0%,18%,-5%
CCC(C)(C)NC(=O)C(c1ccc(C)cc1)N(Cc1cccnc1)C(=O)c1csnn1 (stereo not given),-1%,-3%,3%,1%,-2%,?,-5%,-3%,0%,-52%
CCCc1cc(=O)oc2c3c(cc(OCC(=O)N4CCC[C@H]4C(=O)O)c12)OC(C)(C)CC3,5%,/,4%,-7%,9%,9%,-2%,-7%,4%,-8%
O=C(Nc1cc(S(=O)(=O)N2CCCCC2)ccc1N1CCOCC1)c1ccc(C(F)(F)F)cc1,2%,12%,5%,/,/,/,-1%,-6%,10%,-20%
NC(=O)c1cc(N)ccc1N1CCCCC1,-1%,-5%,-5%,4%,-1%,1%,1%,10%,2%,24%
COc1ccccc1-c1cc(N)n(S(=O)(=O)c2cccc3nsnc23)n1,-4%,-5%,6%,-5%,?,32%,0%,-2%,-1%,-3%
CC(Oc1ccccc1)C(=O)NC1=NCCS1 (stereo not given),?,7%,15µM*,-4%,-2%,-41%,?,3.2µM*,-3%,?
O=C1CNC(=S)N1Cc1cccc(Cl)c1,-10%,6%,2%,-1%,-14%,-23%,2%,-2%,1%,3%
Cc1ccc(NC(=O)C2CC(=O)Nc3nncn32)cc1 (stereo not given),3%,-1%,-1%,9%,-15%,-14%,-7%,-3%,5%,-7%
COc1ccc(CCC(=O)NCCc2nc3ccccc3[nH]2)cc1,3%,-1%,3%,-2%,-1%,17%,-3%,0%,4%,1%
O=CN1N=C(c2ccccc2)CC1c1ccc(Cl)cc1 (stereo not given),-2%,1%,-2%,-2%,-1%,-5%,-5%,4%,3%,-3%
CCCc1cc(N2CCOCC2)n2ncc(-c3ccccc3)c2n1,12%,?,?,9%,-8%,16%,19%,24%,4%,17%
Clc1cccc(CSc2nc3ccncc3[nH]2)c1,?,?,?,17%,-5%,?,22%,?,4.5µM*,8.9µM*
O=c1[nH]c2c(s1)C(c1ccc(O)cc1)C1C3CCC(C3)C1S2 (stereo not given),1%,-2%,1%,-19%,-6%,15%,-5%,-1%,42%[activator],-24%
Cc1nn(C)c(C(=O)NNC(=S)NC2CCCCC2)c1Cl,-3%,21%,0%,?,0%[11.5 µM],?,-2%,-4%,5%,-25%

Bioassay records deposited in PubChem BioAssay by National Center for Advancing Translational Sciences (NCATS).
